# Nrf2 activator = Nrf2 pathway activation. AREc32 ARE-luciferase reporter (MCF7-derived line), luminescence, 24 h. Potency, µM (titrated, usually from 46.1 µM), without a hit: top-dose activation, hits mostly activators. 410,000 compounds, 0.31% hits; also: potency is read from the fitted curve at half-maximal effect; % of control where 0% means no effect; nearly all actives have a fitted effect of over 65% in size
#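 ARE-driven firefly luciferase activity in AREc32 cells measured after a 24 hr compound exposure at 37 deg C, using Steady-Glo reagent and a 30 min room-temperature hold.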
# MmCpn inh = blocks the Methanococcus maripaludis chaperonin Mm-Cpn. purified Mm-Cpn ATPase, ADP Transcreener TR-FRET. Potency, µM (top dose mostly 76.9 µM), inactives show at the highest dose activity, negative = inhibition, actives largely listed as inhibitors. 330,000 compounds, 0.031% hits; also: potency is read from the fitted curve at half-maximal effect; % is scaled to controls: 0 for no effect and ±100 for the full control effect; nearly all actives have a fitted effect of over 80% in size
#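 Measured: ADP formation by purified Mm-CPN. Conditions: 25 nM protein, 10 uM ATP, Tris pH 7.4 with Mg2+, K+ and DTT, 37°C for 30 min. Detection: Transcreener HTRF after 30 min at room temperature.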
# Akt phos inh = inhibitors of Akt phosphorylation; Neuro2A IGF-stimulated pAkt S473 HTRF, 20 min; active compounds read low; 360,000 compounds, 0.32% hits; AID 651550; activity change, % for hits at 50 µM; in the data active = activity change below about -80%; inconclusive = mostly about -51% to -80%; also: % is scaled to controls: 0 for no effect and ±100 for the full control effect
#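 Neuro2A cells (4,500/well, DMEM with 0.5% FBS) were treated with compound at a single 50 µM final concentration, stimulated with 6 nM IGF for 20 min at 37 °C, and lysed. Phospho-Akt Ser473 was read by HTRF as 665/615 ratio ×10^4.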
# TGFb SMAD3 inh = TGF-b pathway inhibition; HepG2 CAGA-GFP TGF-b/SMAD3 reporter, GFP fluorescence, 18 h; TGF-beta stimulated, 500 pg/mL final; Potency, µM (series often up to 46.1 µM), for inactives: at the top dose activity, negative = inhibition, actives largely listed as inhibitors; 410,000 compounds, 1.2% hits; also: potency is read from the fitted curve at half-maximal effect; % is scaled to controls: 0 for no effect and ±100 for the full control effect; nearly all actives have a fitted effect of over 65% in size
#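 Smad-responsive CAGA-GFP expression was quantified in HEPG2 cells exposed to compounds and 500 pg/mL final TGF-beta for 18 h at 37 degrees C; unstimulated wells defined full inhibition.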
# Abeta rescue = A-beta toxicity reversal in yeast | yeast expressing A-beta42, growth rescue, OD600, 48 h; response scale: 0% DMSO, 100% iron-clioquinol control | Potency, µM (top dose mostly 46.1 µM), for inactives: at the highest dose growth rescue, actives largely listed as activators | 410,000 compounds, 0.063% hits | AID 1347071; also: potency is read from the fitted curve at half-maximal effect; nearly all actives have a fitted effect of over 55% in size
#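 Yeast A-beta toxicity model in growth medium with pinned compounds, 48 h at 30 C; growth read as absorbance at 600 nm. Normalized to FeCl3/clioquinol equimolar mix (positive) and DMSO (negative).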
# CCT chaperon mod = changes cytosolic chaperonin activity; purified chaperonin ATPase assay, HTRF ADP detection, 30 min; AID 651819; 360,000 compounds, 0.3% hits; activity change, % (concentration not given with the values), hits read low; in the data active = activity change below about -30%; also: % is scaled to controls: 0 for no effect and ±100 for the full control effect
#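 TRiC at 40 or 20 nM final (batch-dependent) in 30 mM Tris pH 7.4, 100 mM KCl, 5 mM MgCl2, 1 mM DTT, with compound at single 76 uM and 10 uM ATP, 30 min at 37 deg C. ADP detected by HTRF Transcreener, 665/615 ratio.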
# A549 viability = A549 cytotoxicity, counter-screen for Nrf2 inhibitors; A549 ARE-Fluc cells, CellTiter-Fluor viability, 18-24 h; Potency, µM (series often up to 46 µM), without a hit: at the highest dose activity change, negative = cytotoxicity, usual class: inhibitors; 390,000 compounds, 0.16% hits; AID 504648; also: potency is read from the fitted curve at half-maximal effect; % is scaled to controls: 0 for no effect and ±100 for the full control effect
#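 A549 ARE-Fluc cells in 5% FBS OPTI-MEM, 5000 cells/well, rested 2 h then exposed to compounds in concentration-response for 18-24 h at 37 °C. Viability by CellTiter-Fluor fluorescence (Ex 405/Em 525) after 30 min; luciferase luminescence (BugLite, 15 min, RT) read afterwards.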
# Nrf2 block = blocks Nrf2 signaling; 360,000 compounds, 2.1% hits; A549 ARE-Fluc reporter, luciferase luminescence, 18-24 h; Potency, µM (top dose mostly 46 µM), without a hit: top-dose activity change, negative = inhibition, hits mostly inhibitors; also: potency is read from the fitted curve at half-maximal effect; % is scaled to controls: 0 for no effect and ±100 for the full control effect; nearly all actives have a fitted effect of over 60% in size
#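 Concentration-response testing used A549 ARE_Fluc cells at 5000 cells/well. Following an 18-24 h compound incubation, viability was read by fluorescence (Ex 405/Em 525) and luciferase output by luminescence.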
# HepG2 viability = kills HepG2 cells in TGF-b inhibitor counter-screen | 410,000 compounds, 0.76% hits | AID 588856 | Potency, µM (titrated, usually from 46.1 µM), without a hit: at the highest dose activity change, negative = cytotoxicity, most hits filed as cytotoxic | HepG2 CAGA-GFP viability, ATP luminescence, 18 h; also: potency is read from the fitted curve at half-maximal effect; some results filed as inactive show a strong effect at the top dose
#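 HepG2 CAGA-GFP cells (1000/well, DMEM with 1% FBS) received compound, then TGF-beta at 500 pg/mL final, and were incubated 18 hours at 37 degrees C. Viability was read by CellTiter-Glo luminescence. Media-only wells were set as complete cell-killing and DMSO as no toxicity.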
# Starred values were filed as active, the others as inactive; i = inactive; ? = inconclusive; . = not tested or not shown; [ ] = another dose, or the depositor's remark. Unless noted, calls follow the shape of the dose curve; as a rule, active = well fitted curve in the direction sought with a large enough effect; inconclusive = small, poorly fitted or top-dose-only effect, or another doubt; inactive = no such curve, though single readings can be large; an effect the other way counts as inactive or inconclusive.
Molecule	Nrf2 activator	MmCpn inh	Akt phos inh	TGFb SMAD3 inh	Abeta rescue	CCT chaperon mod	A549 viability	Nrf2 block	HepG2 viability
CC(C)COC(=O)N(C)C[C@H]1OCc2cnnn2CCCC(=O)N([C@H](C)CO)C[C@@H]1C	-0.2%	.	i	1.1%	-2.4%	0.6	.	.	-10.1%
Cc1cccc2cc(C#N)c(SCc3nnc(-c4ccccc4[N+](=O)[O-])o3)nc12	0.3%	-13.0%	i	0.7%	9.2%	2.5	4.1%	-10.1%	-15.8%
CO/N=C/c1ccc(Oc2ccc(C)cc2)c([N+](=O)[O-])c1	5.7%	-0.2%	i	?	-6.5%	-1.2	0.0%	?	0.0%
Cc1ccc2[nH]c(=O)c(CNC(C)C)cc2c1	-0.3%	-3.2%	i	-21.0%	6.7%	-1.6	-4.0%	2.9%	-73.9%
CC(C)CCNC(=O)c1c[nH]c2ccc(S(=O)(=O)Nc3cccc(C(F)(F)F)c3)cc2c1=O	0.2%	.	.	-13.0%	-3.3%	.	2.0%	.	-72.3%
O=C(O)CC(NC(=O)C12CC3CC(CC(C3)C1)C2)c1ccc(F)cc1 (stereo not given)	-0.9%	1.3%	i	2.2%	-1.3%	-1.4	-9.1%	2.1%	-4.7%
C[C@@H]1CN([C@H](C)CO)C(=O)CCCn2cc(nn2)CO[C@H]1CN(C)C(=O)Nc1ccc2c(c1)OCO2	0.0%	.	i	-23.7%	-5.3%	-1.0	.	.	-3.5%
Cc1cc(O)c(-c2cc(C(=O)Nc3cccnc3)[nH]n2)cc1C	1.3%	0.8%	i	-2.4%	-14.4%	0.7	14.5%	7.4%	-1.3%
CCOc1cc2c(cc1OCC)C(c1ccccc1)N(c1ccccc1)C(=O)C2 (stereo not given)	0.2%	0.2%	i	13.4%	-6.8%	-1.4	-4.5%	-9.8%	0.5%
CC(=O)c1ccc(NC(=O)c2ccc3nc(C)sc3c2)cc1	3.0%	-1.8%	i	10.9%	-14.7%	-0.2	0.8%	0.5%	-0.8%
C=CCN1C(=O)c2ccc(C(=O)N3CCN(c4ccccc4OC)CC3)cc2C1=O	0.1%	-1.3%	i	-6.2%	-14.0%	0.0	-5.4%	-9.9%	-22.1%
Cc1ccccc1S(=O)(=O)N1C[C@H]2[C@H]3C(=O)N(c4ccccc4)C(=O)[C@H]3CC(=O)[C@H]2[C@@H]1c1ccc(Cl)cc1	0.2%	.	i	1.1%	-2.5%	1.0	.	.	-1.5%
CC(=O)NCC(=O)NC(C(=O)Nc1ccc2c(c1)OCCO2)c1ccc(C)cc1 (stereo not given)	-0.6%	0.3%	i	5.4%	-13.8%	-2.2	-5.6%	12.3%	-1.2%
O=C(CCN1C(=O)/C(=C/c2ccccc2Cl)SC1=S)NC1CCS(=O)(=O)C1 (stereo not given)	-0.2%	0.0%	i	-9.2%	2.0%	-1.6	-1.3%	-9.6%	-7.0%
Cc1nnc(C)n1/N=C/c1ccc(O)cc1	0.5%	0.9%	i	14.1%	2.1%	-1.2	0.6%	-2.5%	3.6%
O=C(CSCc1ccc(Cl)cc1)Nc1ccccc1C(=O)N1CCOCC1	0.7%	4.5%	i	?	-1.0%	-4.6	1.9%	2.5%	-2.2%
COc1ccc(-n2c(CCc3ccccc3)nnc2SCC(=O)c2ccccc2)cc1	3.0%	-1.2%	i	-7.9%	9.1%	2.0	?	?	3.0%
COc1ccc(-c2nc3c(n2O)CCC/C3=N\O)cc1	4.1%	0.4%	i	-1.6%	8.8%	1.8	2.7%	?	-9.9%
CCN1C[C@@H]2[C@@H]3C(=O)N(Cc4ccccc4)C(=O)[C@@H]3[C@](Cc3ccccc3)(C(=O)OC)N2C1=NCc1ccccc1	2.1%	.	i	5.4%	0.7%	-3.1	?	-21.5%	3.4%
Cc1ccc2ccccc2c1NC(=O)CNCc1ccccc1	-0.7%	.	i	-7.4%	1.9%	0.9	.	.	-13.1%

# (cont.)
Molecule	Nrf2 activator	MmCpn inh	Akt phos inh	TGFb SMAD3 inh	Abeta rescue	CCT chaperon mod	A549 viability	Nrf2 block	HepG2 viability
CC1(C)CC(=O)C2=C(C1)Oc1ncn(CCO)c(=N)c1C2c1ccccc1 (stereo not given)	-0.8%	-1.2%	i	0.7%	6.0%	0.1	0.1%	13.6%	-5.6%
COc1ccc(/C(O)=C2/C(=O)C(=O)N(CCN3CCNCC3)C2c2cccc([N+](=O)[O-])c2)cc1 (stereo not given)	1.6%	-3.2%	i	-0.5%	0.1%	-3.5	-15.1%	-8.5%	-9.9%
COc1ccc(N2CCN(CC(=O)Nc3ccc(C)c(C)c3)CC2)cc1	0.5%	0.7%	i	?	3.3%	0.6	9.0%	-0.4%	-28.1%
Cc1ccc(-c2nnc(CCC(=O)NCC3C4CC5CC(C4)CC3C5)o2)s1 (stereo not given)	0.8%	-0.5%	i	-19.2%	-7.6%	0.3	-7.4%	?	-12.9%
CC[C@H](C)[C@H]1CNC(=S)N1CC1CCN(CCCC2CCCC2)CC1	4.1%	.	i	-2.2%	-8.3%	-1.0	-16.0%	6.6%	-19.8%
COc1ccc(CN(C(=O)CSc2nnc(-c3ccccc3F)o2)c2ccc(F)cc2)cc1	-1.1%	0.5%	i	-17.2%	-3.4%	-3.8	-6.1%	20.6µM*	-17.6%
Cc1cc(C)c(S(=O)(=O)N2CCC(N3CCN(Cc4ccccc4)C(=O)C3=O)CC2)c(C)c1	-0.5%	.	.	-1.5%	11.2%	.	15.8%	0.0%	14.9%
Cc1csc(SCC(=O)NC(=O)NC2CCCC2)n1	3.2%	-3.4%	i	2.4%	9.9%	-2.3	-1.3%	-13.6%	-1.3%
CC1=C(C(=O)NCCc2ccc(C)cc2)C2(CCC(C)CC2)OC1=O (stereo not given)	-0.4%	-0.8%	i	-0.2%	7.9%	0.6	12.5%	13.2%	-15.9%
CCSc1nc(N)c2c(C)c(C)sc2n1	0.0%	-6.0%	i	11.3%	16.9%	-0.3	?	?	-1.9%
CCc1nc2ccccc2c(=O)n1/N=C/c1ccc(OC)cc1	0.5%	.	i	?	0.0%	-2.7	-0.3%	-5.6%	-1.0%
COCCCNC(=O)CCN1C(=O)COc2ccccc21	-0.7%	0.0%	i	-8.0%	5.7%	-1.7	-1.7%	-1.6%	2.5%
Cc1cc(C[n+]2cc(Br)ccc2N)c2ncccc2c1	5.0%	-0.9%	i	-19.2%	-24.2%	0.1	-22.3%	-4.3%	-17.2%
Cc1c(C(=O)N(C)C)sc2c1c(=O)n(-c1ccccc1C(F)(F)F)c(=O)n2Cc1cccc(F)c1	0.8%	.	.	33.8%	0.5%	.	-8.6%	.	-19.0%
N=c1sccn1CC(=O)NC(=O)NC1CCCC1	0.3%	0.6%	i	?	12.4%	-3.2	-0.1%	13.6%	0.1%
CCOCCCNC(=O)c1c[nH]c2ccc(OCC)cc2c1=O	-0.4%	-0.5%	i	-4.0%	9.2%	-6.6	5.1%	-29.9%	-1.2%
CCc1ccc(NC(=O)C2CCN(S(=O)(=O)c3ccc4c(c3)N(C(C)=O)CCO4)CC2)cc1	2.7%	-1.2%	i	-4.9%	0.8%	1.0	0.5%	23.1µM*	-34.0%
CN(C)S(=O)(=O)N(CC(=O)Nc1ccc(F)c(F)c1)c1ccccc1	0.3%	-3.2%	i	-12.1%	-11.0%	-6.1	-6.8%	-0.4%	5.8%
Cc1ccc(CNC(=O)c2ccc(OCC3CCCO3)cc2)cc1 (stereo not given)	-0.6%	0.5%	i	-6.1%	-2.9%	-1.3	-7.6%	2.0%	-7.9%
COC(=O)C1CCN(C(=O)c2ccc3nccnc3c2)CC1	-0.1%	1.0%	i	1.1%	-5.3%	0.6	2.1%	11.0%	-7.6%

# Brought forward from above: 2 compounds, followed by the next part.
Molecule	Nrf2 activator	MmCpn inh	Akt phos inh	TGFb SMAD3 inh	Abeta rescue	CCT chaperon mod	A549 viability	Nrf2 block	HepG2 viability
Cc1ccc(CNC(=O)c2ccc(OCC3CCCO3)cc2)cc1 (stereo not given)	-0.6%	0.5%	i	-6.1%	-2.9%	-1.3	-7.6%	2.0%	-7.9%
COC(=O)C1CCN(C(=O)c2ccc3nccnc3c2)CC1	-0.1%	1.0%	i	1.1%	-5.3%	0.6	2.1%	11.0%	-7.6%
Cc1ccc(S(=O)(=O)N2CCN(c3ccnc4cc(Cl)ccc34)CC2)cc1C	0.2%[9.22 µM]	-1.9%	i	?	-10.5%	1.2	-7.8%	?	3.1%
CCCOc1ccc(N2C(=O)CC(N(CCCO)C(=O)CC)C2=O)cc1 (stereo not given)	-0.4%	-0.4%	i	0.0%	6.9%	0.0	-3.8%	6.1%	2.8%
COc1cc(/C=C2/SC(=S)N(Cc3ccccc3)C2=O)ccc1OS(C)(=O)=O	-0.4%	0.0%	i	-9.8%	-4.8%	-1.0	0.1%	1.3%	-14.0%
CN(C(=O)CSc1nnnn1-c1ccccc1)C1CCS(=O)(=O)C1 (stereo not given)	-0.4%	-3.3%	i	0.0%	-13.0%	0.8	5.2%	5.2%	-2.9%
Cc1ccc(OC(=S)Nc2ccccc2)c(C)c1	-0.7%	0.9%	i	0.0%	3.8%	-0.5	-5.9%	-11.0%	5.3%
CC(=O)OCc1nc2ccccc2s1	0.8%	0.8%	i	-15.7%	-8.4%	0.7	-4.2%	?	-7.9%

# Screens deposited in PubChem BioAssay by National Center for Advancing Translational Sciences (NCATS).

# No enrichment for hits; 4.3% or so of the library scored in one or more.
